PG9 binder = PG9 antibody binding by small molecule; TR-FRET gp120-PG9 antibody binding; inhibition, % at 6.7 µM; 360,000 tested, 0.43% active; in the data active = inhibition above about 8.5%
FXN GAA850 act = activators of GAA850 frataxin (FXN) promoter. HEK293 lucGAA850 FXN promoter luciferase reporter, 24 h; percent of 10 µM SAHA response. activation, % at 6 µM. 360,000 tested, 0.56% active. AID 540364;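 active = activation above the average of all compounds screened plus 3 SD, cutoff fixed separately per campaign, cut at about 7.5% in these data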;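 also: 0% = DMSO wells and 100% = 10 µM SAHA wells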
DAX1 inh-1 = inhibitors of human orphan nuclear receptor DAX1 (NR0B1) | HEK293 Gal4-DAX1 luciferase reporter, luminescence | inhibition, % at 6.75 µM | 340,000 tested, 0.99% active | AID 504766;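 active = inhibition above the mean over all tested compounds plus 3 SD, cut at about 4.2% in these data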;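 also: 0% = DAX1-transfected cells with DMSO and 100% = empty-vector control cells with DMSO; inhibition shows as a rise in luminescence from relieved DAX1 repression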
Target sequence (P51843 207-470 limits assumed): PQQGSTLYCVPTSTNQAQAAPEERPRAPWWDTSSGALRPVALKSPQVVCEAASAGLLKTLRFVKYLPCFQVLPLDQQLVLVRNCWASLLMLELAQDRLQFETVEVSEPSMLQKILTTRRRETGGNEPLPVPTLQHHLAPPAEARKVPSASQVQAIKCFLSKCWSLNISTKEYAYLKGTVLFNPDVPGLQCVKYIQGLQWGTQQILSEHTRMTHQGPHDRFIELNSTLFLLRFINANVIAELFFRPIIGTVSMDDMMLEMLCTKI
SMARCA2 act = activators of SMARCA2 function; MG213 cells, MMTV-luciferase reporter, dexamethasone, overnight; activation, % at 9.1 µM; 370,000 tested, 1% active; AID 652017; in the data active = activation above about 7.8%;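 also: 0% = vehicle wells and 100% = reference activator wells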
ssDAF12 agonist = S. stercoralis DAF-12 activation, primary screen. HEK293 ssDAF-12/GRIP1 lit1-tk-luc reporter, luminescence; % of 3 µM dafachronic acid response. activation, % at 6.8 µM. 370,000 tested, 1% active;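 active = activation above the mean over all tested compounds plus 3 SD, cut at about 0.9% in these data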;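 also: 0% = DMSO-only wells and 100% = 3 µM delta7-dafachronic acid wells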
ADAM10 inh = inhibitors of human ADAM10; recombinant ADAM10, EDANS/DABCYL FRET peptide cleavage, 3 h; inhibition, % at 7 µM; 370,000 tested, 0.62% active;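 active = inhibition above a per-campaign cutoff equal to the mean of compounds falling between control-based bounds plus 3 SD, cut at about 20% in these data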;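 also: 0% = DMSO wells while the 100% control is not disclosed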
DAX1 inh-2 = inhibitors of DAX1 repression of SF-1 activated StAR promoter. HEK293T StAR-luciferase reporter, SF-1/DAX-1 repression relief. 370,000 tested, 1.1% active. inhibition, % at 6.8 µM. AID 652010;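 active = inhibition above the mean over all tested compounds plus 3 SD, cut at about 3.6% in these data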;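 also: 0% = DAX-1 cells with DMSO and 100% = cells lacking DAX-1 with DMSO; higher inhibition means more luminescence from relief of DAX-1 repression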
GC-A act = GC-A (human) enzyme activation; 370,000 tested, 0.14% active; HEK293 GC-A cells, cGMP TR-FRET, EC30 ANP; 0% at EC30 ANP, 100% saturating ANP; activation, % at 10 µM; in the data active = activation above about 40%
hgDAF-12 ag = activates the H. glycines DAF-12 receptor ligand-binding domain. HEK293 GAL4-hgDAF12 UAS-luciferase reporter, agonist luminescence; normalized to butyrate control. activation, % at 6.8 µM. 370,000 tested, 1.8% active;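 active = activation above a cutoff set at the mean of all screened compounds plus 3 SD, cut at about 10% in these data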;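 also: 0% = DMSO wells and 100% = sodium butyrate wells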
hcDAF12 agonist = H. contortus DAF-12 activation, primary screen; AID 652067; HEK293 hcDAF-12 lit1-tk-luc reporter, luminescence; 0% DMSO, 100% Δ7-dafachronic acid; activation, % at 6.8 µM; 370,000 tested, 1.4% active;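 active = activation above the mean of all tested compounds plus 3 SD, cut at about 5.5% in these data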;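 also: 100% = response to 3 µM Δ7-dafachronic acid high control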
ADAM17 inh = inhibitors of human ADAM17; 370,000 tested, 0.83% active; AID 720648; recombinant ADAM17, EDANS/DABCYL FRET peptide cleavage; inhibition, % at 6.95 µM; P78536;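 active = inhibition above the mean of compounds lying between control limits plus 3 SD, set per campaign, cut at about 8.5% in these data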;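 also: 0% = DMSO-only wells as the low control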
Target sequence (P78536 215-824 limits assumed): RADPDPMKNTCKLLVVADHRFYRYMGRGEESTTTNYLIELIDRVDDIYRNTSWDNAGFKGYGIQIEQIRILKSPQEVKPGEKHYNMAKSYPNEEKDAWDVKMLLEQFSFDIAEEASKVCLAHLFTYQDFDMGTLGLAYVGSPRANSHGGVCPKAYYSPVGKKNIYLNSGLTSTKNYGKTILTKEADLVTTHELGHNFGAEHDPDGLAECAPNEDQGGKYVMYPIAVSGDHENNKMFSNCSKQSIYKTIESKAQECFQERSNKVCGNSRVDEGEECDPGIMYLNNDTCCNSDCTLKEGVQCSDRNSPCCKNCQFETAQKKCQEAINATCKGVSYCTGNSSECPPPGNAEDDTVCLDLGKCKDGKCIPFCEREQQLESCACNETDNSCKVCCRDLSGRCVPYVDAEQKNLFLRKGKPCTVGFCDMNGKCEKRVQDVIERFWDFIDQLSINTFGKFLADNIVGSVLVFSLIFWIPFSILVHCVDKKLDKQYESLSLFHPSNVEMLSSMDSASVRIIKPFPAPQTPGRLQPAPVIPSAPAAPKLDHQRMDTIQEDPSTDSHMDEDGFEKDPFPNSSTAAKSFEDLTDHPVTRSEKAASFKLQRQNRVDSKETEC
* marks the source's active call; other numbers are inactive results; . = no result given.

SMILES	PG9 binder	FXN GAA850 act	DAX1 inh-1	SMARCA2 act	ssDAF12 agonist	ADAM10 inh	DAX1 inh-2	GC-A act	hgDAF-12 ag	hcDAF12 agonist	ADAM17 inh
CC(OC(=O)Cc1c[nH]c2ccccc12)C(=O)c1ccccc1 (stereo not drawn)	0.2	-0.1	-0.4	1	0.1	-9	1.1	2	3.0	1.8	6
Cc1n[nH]c(=O)c2c(NC(=O)COC(=O)c3ncc(Cl)c(Cl)c3Cl)oc(C)c12	-3.1	-1.8	0.5	-4	-1.2	-4	-0.6	-4	1.0	-0.6	-5
CCn1c(=O)c2c(nc3n2CCN3c2ccccc2)n(C)c1=O	-0.8	2.8	-1.3	4	-1.6	-6	0.4	12	3.2	0.0	-1
O=c1c2ccccc2[nH]c(=S)n1CCN1CCCC1	-2.8	0.6	1.2	0	-1.4	-20	-0.2	-2	-3.7	-1.9	-8
COc1ccc(-c2noc(CCC(=O)N3CCN(c4ccccc4C(F)(F)F)CC3)n2)cc1	-2.3	1.1	-0.9	-4	-0.6	1	0.3	1	-1.8	-2.6	7
CC(C)OC(=O)CC1C(=O)NCCN1C(=S)NC(=O)c1cccs1 (stereo not drawn)	-2.8	3.0	-0.1	0	-0.3	-11	-0.1	0	2.0	1.1	-3
COc1ccc(NC(=O)Cn2c([N+](=O)[O-])cnc2C)c(OC)c1	-1.4	1.2	-0.7	-2	-1.1	-9	-1.3	-1	1.0	0.8	-1
Cc1ccc(C)c(C(=O)CSc2nnnn2C(C)C)c1	-1.0	0.0	1.6	1	-0.1	-10	-0.1	-3	3.1	0.7	-3
CC(=NO)c1cc(Br)c2cccc3c2c1CC3	2.4	-0.9	0.6	-2	-1.5	9	-0.7	1	-2.1	-1.8	4
Cc1ccc(S(=O)(=O)NCC(C)NS(=O)(=O)c2ccc(C)cc2)cc1 (stereo not drawn)	1.5	-0.4	-0.1	-2	-1.6	-9	0.2	3	-1.1	0.5	0
COc1cccc(CN(C)CC(=O)Nc2ccccc2C(=O)Nc2ccccc2)c1	0.1	0.6	-0.7	-1	-0.7	2	0.4	-6	1.8	0.7	-1
CC(C)(C)n1nnnc1C(c1ccccn1)N(Cc1ccccc1)Cc1ccc(Cl)cc1 (stereo not drawn)	-1.4	7.2	-1.6	3	-1.3	2	-0.3	-40	-3.0	-1.8	1
Cc1ccc(N2C(=O)CC(n3nc(C)cc3C)C2=O)cc1 (stereo not drawn)	-1.4	1.1	-0.2	2	-0.8	7	0.0	2	0.6	-0.1	-4
O=C(COc1ccc(/C=N/NC(=O)c2cc3ccccc3o2)cc1Br)Nc1ccccc1	-63	1.2	3.4	2	0.7	-5	1.5	2	6.1	2.6	-4
Cc1nn(C)c(C(=O)Nc2ccn(Cc3c(F)c(F)cc(F)c3F)n2)c1[N+](=O)[O-]	-1.1	1.6	0.5	0	-1.3	3	1.2	0	1.3	-2.2	-4
CCOc1ccc(NC(=S)Nc2cc(OC)c(Cl)cc2OC)cc1	-1.8	-1.3	-2.4	-4	-1.5	-2	0.0	-3	2.4	0.2	0
CCOC(=O)Cc1c(C)nc2c(-c3ccc(OC)cc3)c(C)nn2c1C	0.7	1.0	0.8	2	-1.0	-5	-1.1	8	2.2	0.4	-2
CCc1ccc(OCC(=O)N2c3ccccc3CCc3ccccc32)cc1	-2.4	1.6	1.2	-2	-1.9	19	0.2	-13	1.5	-3.1	8
Cc1cc(C)c2c(=O)[nH][nH]c2n1	-2.0	0.3	1.5	-3	-0.9	5	0.1	-7	-0.3	-0.3	12*
CC1(C(=O)NS(=O)(=O)c2ccc(C#N)cc2)CCN1C(=O)CC1CCCC1 (stereo not drawn)	2.0	2.5	.	-2	0.2	-11	0.0	6	0.7	0.2	-2
COc1ccccc1CCC(=O)Nc1ccc(OC)c(S(=O)(=O)N2CCOCC2)c1	-0.3	1.2	0.6	4	-1.6	1	-0.3	0	3.6	3.3	0
COc1cc(NS(=O)(=O)c2ccc(C)cc2C)cc(OC)c1OC	1.1	-3.8	-3.1	-5	-2.3	1	-3.1	-9	-7.9	-3.6	-1
CCOc1ccccc1NC(=S)N1CCC(NC(=O)c2ccco2)CC1	1.5	0.4	-0.6	0	0.0	13	-0.1	0	1.1	-0.4	-2
CC(C)(C)OC(=O)NC(CC(=O)OCc1ccccc1)C(=O)O (stereo not drawn)	-0.4	1.4	2.5	3	-0.3	4	-0.5	6	0.2	-2.2	-3
O=C(O)CC(CN1C(=O)c2ccccc2C1=O)c1ccccc1 (stereo not drawn)	-0.8	-0.5	1.0	-7	-1.8	-11	-0.1	-4	-2.2	-0.8	-7
O=C(CSc1oc(-c2ccccc2)nc1S(=O)(=O)c1ccc(F)cc1)NCC1CCCO1 (stereo not drawn)	3.4	-2.6	2.3	-3	-1.1	-2	0.0	1	-0.6	0.4	-4
COc1ccc(/C=N/Nc2ccccn2)c(OC)c1OC	-2.5	3.9	0.2	1	-1.1	0	2.5	-1	10	0.8	-5
O=C(NC1CC1)c1sc2cc(Cl)ccc2c1Cl	-0.8	1.1	1.3	2	-0.1	-1	4.3*	-5	6.5	1.4	-6
CN(c1ccc(C(=O)NCc2ccc3c(c2)OCO3)cc1)S(C)(=O)=O	-1.2	-2.0	0.9	1	-1.6	0	-0.9	2	2.3	0.0	-2
Cc1ccc(S(=O)(=O)NNC(=O)c2ccoc2C)cc1	0.7	1.5	2.7	-1	-1.7	-3	-0.4	1	0.6	0.2	0
Cn1c(CN2CCOCC2)c(C#N)c2ccccc21	-3.8	0.2	0.8	1	-1.9	-10	-0.2	4	-1.1	-1.3	-5
Cc1onc(-c2ccccc2)c1C(=O)N(C)CC(=O)Nc1ccc(F)c(F)c1F	-3.3	-1.1	0.2	5	-0.6	2	-0.7	0	-0.3	-0.8	-4
C(=N\n1cnnc1SCc1ccccc1)/c1ccco1	-0.6	2.1	1.0	1	-0.8	2	-1.4	6	-0.6	-1.4	-5
O=C(NNC1=NS(=O)(=O)c2ccccc21)c1ccc([N+](=O)[O-])cc1	-2.3	0.4	-1.0	2	-0.7	2	0.1	-5	0.4	0.3	1
C[C@H](NC(N)=O)C(=O)Nc1ccc(N2CCOCC2)c(S(=O)(=O)Nc2ccc(Cl)cc2)c1	0.5	0.2	0.1	-1	-0.8	-5	0.3	7	0.3	-1.0	0
CCOC(=O)C1=C(CN2CCN(C(=O)OCC)CC2)NC(=O)NC1c1ccc2c(c1)OCO2 (stereo not drawn)	1.2	0.2	-0.2	-2	-1.4	-7	-0.2	0	-2.4	-1.8	-5
CCCCN(C)C(=O)c1sc(=O)n(Cc2c(C)noc2C)c1C	-1.6	-0.7	.	-1	-1.4	-4	0.2	-1	-0.2	-1.2	-3
Cc1cc(C)c2nc(-c3cccnc3)cc(C(=O)Nc3ccc(S(=O)(=O)Nc4onc(C)c4C)cc3)c2c1	1.6	0.0	-0.6	1	-1.4	15	0.6	-6	3.2	0.4	6
O=C(CN1CCOCC1)Nc1ccc(NC(=O)CN2CCOCC2)c(Cl)c1	-0.9	-2.9	-0.7	-1	-0.7	4	-0.8	-4	0.9	-1.0	-2
CC(C)c1ccc(NC2CCCN(C(=O)c3cnsn3)C2)cc1 (stereo not drawn)	0.2	2.6	-0.6	-2	-0.5	0	-2.1	-2	-2.1	-0.8	-1

Quoted from the listing:
DAX1 inh-2, O=C(NC1CC1)c1sc2cc(Cl)ccc2c1Cl stands at 4.3*
hgDAF-12 ag, COc1ccc(/C=N/Nc2ccccn2)c(OC)c1OC stands at 10

(more compounds)
SMILES	PG9 binder	FXN GAA850 act	DAX1 inh-1	SMARCA2 act	ssDAF12 agonist	ADAM10 inh	DAX1 inh-2	GC-A act	hgDAF-12 ag	hcDAF12 agonist	ADAM17 inh
CCCN1CCN(C(=O)Cn2nc(CC)n3c(cc4sccc43)c2=O)CC1	-0.8	0.1	0.2	2	-1.7	-12	-0.1	3	2.2	0.0	-2
COc1ccc(/C=N/NC(=O)c2cc3c(ccc4ccccc43)o2)cc1OC	-1.0	-0.3	0.8	-1	-1.5	-219	-0.4	19	0.0	0.6	-57
Cc1ccc(NC(=O)COC(=O)C2=COCCO2)cc1	-0.1	1.7	1.1	0	-0.9	4	-0.1	6	-0.1	1.0	1
O=C(Nc1ccc(C(=O)O)cc1)/C(=C/c1ccc2c(c1)OCO2)NC(=O)c1cccc(Br)c1	0.8	2.2	0.4	-2	-1.6	-2	-0.2	-2	-0.9	0.1	-1
O=C(Cc1ccc(Cl)cc1)N1CCc2ccccc2C1	-0.3	1.8	2.4	-3	-1.6	3	1.0	-11	3.4	0.3	-10
COc1cccc(C2=NOC(C(=O)N3CCN(C(=O)c4ccco4)CC3)C2)c1 (stereo not drawn)	-0.8	1.3	0.3	0	-1.2	-11	-0.5	0	-0.8	-1.0	-2
C(=C\CSc1ncn[nH]1)/CSc1ncn[nH]1	3.1	-1.3	-0.4	0	-1.8	-10	-0.6	8	0.6	-0.5	-1
COc1cc(C(=O)Nc2ccc3c(c2)nc(C)n3C)cc(OC)c1OC	-3.0	-2.1	-1.7	-1	-0.1	-9	-0.9	0	2.5	0.8	-3
CC(=O)N1CCc2cc(Br)cc(S(=O)(=O)N3CCc4ccccc43)c21	-4.0	5.2	-0.1	0	0.0	7	0.2	-2	-2.4	3.0	1
Cc1cc(S(=O)(=O)Nc2nc(CN3CCOCC3)nc3sc4c(c23)CCC4)ccc1F	-0.8	0.2	-2.7	-4	-0.7	-90	-1.2	-1	-0.9	-2.3	-21
CC1CCN(S(=O)(=O)c2cc(C(=O)N3CCN(c4ccccc4)CC3)ccc2Br)CC1	-0.4	-5.0	-2.4	-6	-2.0	7	-3.8	-2	-5.3	-3.2	1
NS(=O)(=O)c1ccc(NC(=O)c2c(F)cccc2Cl)cc1	-3.2	-0.4	-0.1	-1	-1.2	6	0.1	1	-0.6	3.6	0
O=C(O)c1cccc(NC2=C(Cl)C(=O)c3ccccc3C2=O)c1	-5.8	4.2	-1.1	6	-0.7	-8	1.0	-2	3.2	2.9	2
O=C(CSC1=NCCS1)N1CCc2ccccc21	-1.1	2.9	1.8	8.1*	-0.2	-7	0.7	2	6.8	0.9	-1
Cc1cc2c3c([nH]c2cc1S(=O)(=O)NCCCOC(C)C)CC(C)(C)CC3=O	-0.2	-1.3	-1.6	-3	-1.7	9	-0.7	-6	-0.9	-4.3	2
CCOC(=O)CSc1nnc(-c2ccco2)n1-c1ccc(C)cc1	-1.0	1.4	3.3	-1	-1.3	8	0.1	-3	-0.1	0.8	-2
CC1Sc2ccc(S(=O)(=O)CCC(=O)NCc3ccc(Cl)cc3)cc2NC1=O (stereo not drawn)	0.1	-1.5	0.8	-4	-1.6	-5	-0.7	-4	-4.3	-2.4	1
Nc1nnc(SCC(=O)NCc2ccc3c(c2)OCO3)s1	-1.0	0.2	0.3	1	-0.4	2	-0.2	3	0.3	0.0	-1
CCS(=O)(=O)N1CCCC(C(=O)NCCN2CCC(Cc3ccccc3)CC2)C1 (stereo not drawn)	-0.6	-1.4	-0.5	-1	-0.8	-10	0.5	-2	-1.7	-0.7	-7
